TbMetRS inhib = blocks T. brucei methionyl-tRNA synthetase activity | purified T. brucei MetRS, ATP depletion, Kinase-Glo luminescence | inhibition, % at 11.9 µM | actives 0.4% (n = 360,000);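 active means inhibition above a per-plate cutoff of the control wells' mean inhibition plus 3 SD, cut at about 5.5% in these data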;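 further: 0% = DMSO wells median and 100% = median of wells with control inhibitor compound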
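Material – parasite MetRS enzyme · Medium – HEPES-MgCl2-KCl buffer plus DTT, spermine, BSA, pyrophosphatase · Reagent – ATP, methionine and E. coli bulk tRNA substrates · Times – 15 min enzyme-compound preincubation, 2 h reaction, 10 min detection, 25 °C · Measured by – luminescence of leftover ATP · Evaluation – percent inhibition relative to median high and low control wells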
MsrA inh = inhibits bovine methionine sulfoxide reductase A; purified bovine MsrA, absorbance read-out; actives 0.75% (n = 360,000); AID 651718; inhibition, % at 15.5 µM; in the data active means inhibition above about 4.5%;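 further: 0% = vehicle wells with enzyme and 100% = reference inhibitor wells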
E coli Lon inh = inhibits E. coli Lon protease; actives 0.42% (n = 360,000); P0A9M0; inhibition, % at 7.94 µM; purified E. coli Lon protease, fluorescence polarization; in the data active means inhibition above about 13%, passing the limit was not always enough;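 further: 0% = enzyme with probe and DMSO and 100% = no enzyme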
NRP1-CendR mod = alters CendR peptide binding to human NRP-1. O14786. FAM-RPARPAR peptide binding to NRP-1, fluorescence polarization. inhibition, % at 25 µM. actives 0.85% (n = 360,000);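 active means inhibition or corrected inhibition above about 18%, plus a signal ratio from 0.5 to 1.5, limit read from the data, passing the limit was not always enough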; further: strong numbers were not always called active
DNMT1 block = DNMT1 (human) enzyme inhibition; actives 0.83% (n = 360,000); P26358; inhibition (reported as % activation of signal), % at 10 µM; DNMT1 molecular beacon, Hinp1I cleavage, fluorescence; in the data active means inhibition above about 50%
Target sequence (P26358 504-1616 limits assumed): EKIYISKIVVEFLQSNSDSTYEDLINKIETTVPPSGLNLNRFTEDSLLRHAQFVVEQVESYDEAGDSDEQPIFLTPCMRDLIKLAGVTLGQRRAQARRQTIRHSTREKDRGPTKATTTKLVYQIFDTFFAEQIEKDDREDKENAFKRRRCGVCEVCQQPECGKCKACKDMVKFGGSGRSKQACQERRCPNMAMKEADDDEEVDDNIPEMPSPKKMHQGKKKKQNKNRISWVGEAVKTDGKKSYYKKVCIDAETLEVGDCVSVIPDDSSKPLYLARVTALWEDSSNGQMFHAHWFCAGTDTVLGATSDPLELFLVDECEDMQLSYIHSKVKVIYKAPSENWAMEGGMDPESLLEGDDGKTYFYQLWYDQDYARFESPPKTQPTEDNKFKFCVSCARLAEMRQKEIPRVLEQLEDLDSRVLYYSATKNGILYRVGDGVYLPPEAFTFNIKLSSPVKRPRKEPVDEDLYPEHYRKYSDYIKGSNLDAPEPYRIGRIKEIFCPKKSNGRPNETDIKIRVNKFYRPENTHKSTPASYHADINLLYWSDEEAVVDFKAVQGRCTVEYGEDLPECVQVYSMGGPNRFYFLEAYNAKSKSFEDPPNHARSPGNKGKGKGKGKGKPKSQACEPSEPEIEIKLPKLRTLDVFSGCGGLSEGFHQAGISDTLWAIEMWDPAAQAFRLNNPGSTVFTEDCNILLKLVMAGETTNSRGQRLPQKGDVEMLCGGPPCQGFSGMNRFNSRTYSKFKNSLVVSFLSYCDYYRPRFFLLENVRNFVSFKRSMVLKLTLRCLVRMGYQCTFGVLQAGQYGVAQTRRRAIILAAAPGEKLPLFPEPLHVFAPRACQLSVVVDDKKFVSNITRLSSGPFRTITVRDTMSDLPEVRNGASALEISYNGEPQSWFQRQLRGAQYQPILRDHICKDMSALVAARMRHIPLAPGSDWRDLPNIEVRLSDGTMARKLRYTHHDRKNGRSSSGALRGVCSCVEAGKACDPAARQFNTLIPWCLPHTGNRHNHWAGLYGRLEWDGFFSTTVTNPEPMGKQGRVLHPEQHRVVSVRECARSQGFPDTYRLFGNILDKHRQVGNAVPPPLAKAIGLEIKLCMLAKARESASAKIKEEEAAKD
Scp-1 inhibitor = blocks human Scp-1 phosphatase activity; Q9GZU7; actives 0.88% (n = 340,000); inhibition, % at 20 µM; Recombinant Scp1, phosphopeptide, malachite green phosphate absorbance;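 active means inhibition above about 50% at 20 µM, limit read from the data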;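 further: plate controls were DMSO wells with enzyme for no effect and wells lacking enzyme for full effect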
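Assay system: SCP-1 catalytic fragment, aa 76-261 | Buffer or medium: Tris acetate buffer pH 5.5 with MgCl2 and Tween-20 | Compound: One concentration, 20 µM, with 1.0% DMSO | Also added: Phospho 17-mer peptide substrate | Signal: Absorbance at 630 nm | Incubation: 45 min enzyme reaction at room temperature | Measure: % inhibition of SCP-1 phosphate liberation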
bovine MsrA act = activates bovine MsrA enzyme; purified bovine MsrA, absorbance read-out; activation, % at 10.6 µM; actives 0.3% (n = 360,000); AID 602163; in the data active means activation above about 7.5%;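 further: 0% = vehicle and 100% = reference activator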
STEP inh = blocks human striatal-enriched tyrosine phosphatase | inhibition, % at 20 µM | P54829 | recombinant STEP, OMFP fluorogenic substrate, fluorescence | AID 588621 | actives 0.25% (n = 360,000);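 active means inhibition at 20 µM, scaled per plate between control wells, above about 37%, limit read from the data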;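 further: 0% = DMSO with enzyme and substrate and 100% = substrate only without enzyme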
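medium = Bis-Tris buffer pH 6.0, 2.5 mM DTT, 0.005% Tween 20 | test system = STEP (striatal-enriched tyrosine phosphatase) enzyme, cell-free | measure = normalized % inhibition | compound dosing = 20 µM, 1% DMSO | also added = 25 µM OMFP | schedule = reaction 20 min, ambient temperature | measured by = fluorescence read at 480 nm ex / 540 nm em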
SUMO1 PPI mod = alters human SUMO1 binding to SIM partners; actives 0.33% (n = 360,000); inhibition, % at 20 µM; SUMO1 binding to a labelled peptide, TR-FRET, 1 h; P63165; in the data active means inhibition above about 37%
LMPTP inh = blocks human LMPTP phosphatase; P24666; recombinant LMPTP-A, OMFP fluorogenic substrate, fluorescence intensity; inhibition, % at 20 µM; actives 0.22% (n = 360,000); AID 651560;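 active means compounds that cut the enzyme signal by at least half of the control window in the single-dose screen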;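 further: plate controls were DMSO wells with enzyme plus substrate for no effect and substrate without enzyme for full effect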
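Assay system: LMPTP-A, protein tyrosine phosphatase of low molecular weight / Medium: pH 6.0 Bis-Tris buffer with DTT and Triton X-100 / Schedule: 50 min enzyme reaction at room temperature, protected from light / Measured by: endpoint fluorescence intensity from OMFP dephosphorylation / Read-out basis: % inhibition relative to no-enzyme and uninhibited control wells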
The depositor's hits bear a star; / = no result given.

Molecule | LMPTP inh | bovine MsrA act | Scp-1 inhibitor | STEP inh | MsrA inh | NRP1-CendR mod | DNMT1 block | TbMetRS inhib | SUMO1 PPI mod | E coli Lon inh
O=C(CSc1nc2nccnc2c(=O)n1Cc1cccs1)Nc1ccccc1F | 0.3 | -3 | -5 | -2 | 1.4 | 5 | -1 | 0.1 | -13 | -4
CN(C(=O)c1sc2nc(N3CCCC3)c3c(c2c1N)CC(C)(C)OC3)c1ccccc1 | 1.2 | -4 | -7 | 0 | 1.0 | -1 | -11 | -0.2 | -7 | 18
CS(=O)(=O)N(CC(=O)Nc1ccccc1Sc1ccccc1)c1cccc(Br)c1 | 1.9 | 0 | -20 | 0 | 0.7 | -2 | -6 | -0.9 | 1 | -4
O=C(Cn1nc(Cl)nc1Cl)c1ccc2c(c1)OCCO2 | -1.3 | -9 | 5 | -1 | 0.3 | 0 | -1 | -0.5 | -1 | 9
CC(=O)Oc1ccc(C(=O)Nc2cccc(C(=O)c3cccc(NC(=O)c4ccc(OC(C)=O)cc4)c3)c2)cc1 | 4.2 | -10 | 28 | 14 | -0.6 | -18 | 26 | -0.3 | 9 | -12
CCc1ccccc1NC(=O)c1sc2nc(C)cc(C)c2c1N | 0.8 | -13 | -12 | -4 | 0.6 | -2 | 1 | -0.2 | -21 | -1
CCC1=NN(C(=O)c2ccc(C)cc2)C(O)(c2ccc(Br)cc2)C1 (centres undefined) | -0.8 | -1 | -5 | 0 | -1.0 | 3 | -3 | 0.0 | 2 | -3
CCOc1ccc(/C=C/C(O)=C2/C(=O)N(C)C3(C)CC2c2ccccc2O3)cc1OC (centres undefined) | 3.4 | -2 | -12 | 0 | 0.0 | -16 | 0 | 0.2 | -6 | -4
Cc1ccccc1CNS(=O)(=O)c1ccc2c(c1)OCCO2 | -0.2 | -5 | -5 | 0 | 1.4 | -8 | 1 | -0.2 | -3 | 0
CCOC(=O)N1CCN(C(=O)CSCC(=O)Nc2nc(-c3ccc(-c4ccccc4)cc3)cs2)CC1 | 1.6 | -1 | -1 | 1 | 0.8 | -3 | 23 | 0.3 | 1 | -3
Cc1ccc(NC(=O)Cc2noc3ccccc23)cc1 | -0.6 | 4 | -7 | 3 | -1.9 | -5 | 3 | 0.3 | 2 | -4
S=C(NCc1ccncc1)Nc1ccc(Br)cc1 | -1.6 | 0 | 19 | 0 | 0.2 | -7 | 1 | -0.9 | 1 | 3
COC(=O)c1sccc1NC(=O)CSc1cccc(Cl)c1Cl | 3.9 | -5 | -4 | -1 | -0.1 | -2 | -8 | -0.4 | 3 | -4
CC(C)c1ccc(NC(=O)CN2C(=O)NC(Cc3c[nH]c4ccccc34)C2=O)cc1 (centres undefined) | 2.1 | -2 | -10 | 0 | -0.4 | -1 | -10 | -0.3 | -5 | -5
CC(C)[C@H](NC(N)=O)C(=O)Nc1cccc(S(=O)(=O)NC2=NCCCCC2)c1 | -1.7 | 2 | 4 | -2 | -0.6 | -3 | 4 | -0.5 | 5 | -13
S=C1NCN(C2CCCCC2)CN1c1ccccc1 | 2.5 | -6 | -11 | 0 | 1.0 | -7 | 1 | -0.5 | 4 | 4
COc1ccc(CN2C(=O)COc3ccccc32)cc1 | 0.3 | -2 | -2 | 0 | -1.4 | 7 | -1 | -0.9 | 4 | -2
Brc1ccc(C2=CC(c3cccs3)n3ncnc3N2)cc1 (centres undefined) | 2.8 | 1 | 3 | -46 | 0.7 | 127 | 66* | 1.0 | -23 | 141*
CCOc1cc(C(c2c(C)[nH][nH]c2=O)c2c(C)[nH][nH]c2=O)cc(Cl)c1O | -0.4 | -4 | -7 | -1 | -0.6 | -3 | -12 | -1.0 | -9 | -15
CN1CCc2c(n(CC(O)CN(CCO)CCO)c3ccccc23)C1=O (centres undefined) | -1.2 | -3 | -5 | -2 | 0.1 | 12 | -6 | -0.3 | 0 | 1
c1ccc(CCc2nn3c(C4COc5ccccc5O4)nnc3s2)cc1 (centres undefined) | 2.6 | -5 | -6 | 7 | -0.4 | 11 | -1 | -1.3 | 1 | -12
Cc1ccc(-c2nc(C#N)c(NCCc3ccccn3)o2)cc1 | -1.6 | -9 | -10 | 0 | -0.6 | 8 | -1 | -1.6 | 1 | -3
COc1ccccc1OCC#CCn1ccnc1 | -0.7 | 1 | 0 | -2 | -0.8 | 6 | -4 | -0.5 | -2 | -6
CC(=O)N(c1ccc(C)cc1)S(=O)(=O)c1ccc(Cl)cc1 | 0.1 | -1 | -4 | -2 | 1.6 | 14 | 0 | -0.2 | 0 | -8
COC(=O)c1ccc(C(=O)N2CCCC(N3CCN(c4ccccc4)CC3)C2)nc1 (centres undefined) | -1.1 | -2 | -2 | 0 | -1.4 | 2 | 3 | -0.1 | 1 | 2
NS(=O)(=O)c1ccc(CCNC(=O)CNC(=O)C2CCCCC2)cc1 | -1.0 | -1 | -10 | -1 | -0.3 | 4 | 4 | -0.8 | 1 | -7
CC(C)C[C@H]1CNC(=S)N1CC1CCN(CCC2CCCC2)CC1 | -2.6 | -4 | 1 | 14 | 0.2 | -5 | 1 | -0.8 | 1 | -11
COc1ccc([C@@H]2[C@@H](C(=O)C(C)(C)C)N3N=Cc4ccccc4[C@@H]3C23C(=O)OC(C)(C)OC3=O)cc1OC | -1.3 | -3 | -6 | 0 | -0.2 | -12 | -3 | -0.4 | -14 | -8
COCCCn1c(SCc2nnc(-c3ccc(OC)c(OC)c3)o2)nnc1-c1ccncc1 | -0.2 | -1 | -3 | 2 | 0.4 | -6 | 0 | -0.2 | 2 | 3
CCCC(C)NC(=O)CN(Cc1ccco1)S(=O)(=O)c1ccccc1 (centres undefined) | -1.5 | -4 | -5 | -2 | -0.2 | 23* | 1 | -0.4 | 0 | 1

As a working copy, 2 of the compounds above.
Molecule | LMPTP inh | bovine MsrA act | Scp-1 inhibitor | STEP inh | MsrA inh | NRP1-CendR mod | DNMT1 block | TbMetRS inhib | SUMO1 PPI mod | E coli Lon inh
S=C1NCN(C2CCCCC2)CN1c1ccccc1 | 2.5 | -6 | -11 | 0 | 1.0 | -7 | 1 | -0.5 | 4 | 4
COc1ccc(CN2C(=O)COc3ccccc32)cc1 | 0.3 | -2 | -2 | 0 | -1.4 | 7 | -1 | -0.9 | 4 | -2

Further structures.
Molecule | LMPTP inh | bovine MsrA act | Scp-1 inhibitor | STEP inh | MsrA inh | NRP1-CendR mod | DNMT1 block | TbMetRS inhib | SUMO1 PPI mod | E coli Lon inh
CN1CCCCCC1C(=O)N1CCC(N2CCC(C(=O)N3CCOCC3)CC2)CC1 (centres undefined) | -7.7 | -2 | -13 | -1 | -0.9 | -18 | 2 | 0.0 | 0 | -9
CC(C)n1c(NCc2nc3ccccc3n2C)nc2ccccc21 | 1.6 | 4 | -7 | -3 | -0.8 | -6 | -3 | 0.1 | 1 | 5
Cn1c(SCC(=O)N2CCCc3ccccc32)nnc1-c1ccco1 | -0.9 | 1 | 6 | -4 | -0.2 | 0 | -1 | -0.7 | 0 | -13
C=CCNC(=O)COC(=O)c1cc(S(=O)(=O)N2CCCCC2)ccc1Cl | 0.6 | 3 | -5 | 0 | -0.5 | 3 | 12 | -1.1 | -1 | -11
COc1ccc(/C(C)=N/NC(=O)CCC(=O)Nc2ccc(Cl)cc2Cl)c(OC)c1 | 0.5 | -4 | -7 | -2 | -1.1 | 16 | -2 | -0.3 | 4 | 0
CN(C)c1ccc(/C=C2/C[N+](C)(C)C/C(=C/c3ccc(N(C)C)cc3)C2=O)cc1 | 39 | -2 | 12 | 8 | -0.5 | 145 | -2 | -0.1 | -57 | -347
C=CCSc1nnc(NC(=O)CSc2nc3ccccc3[nH]2)s1 | 0.6 | -2 | 23 | 5 | 3.2 | -4 | 21 | 0.8 | 6 | 2
O=C(c1ccc(Cl)c(S(=O)(=O)N2CCOCC2)c1)N1CCN(c2ccccc2)CC1 | 0.9 | -1 | -2 | -4 | 1.4 | 8 | 0 | -0.1 | 6 | 0
O=C(/C=C/c1ccco1)NCCCN1CCN(CCCNC(=O)/C=C/c2ccco2)CC1 | 0.9 | -7 | -10 | -1 | -0.8 | -8 | -3 | -0.8 | -7 | -3
COCCn1cnc2c1c(=O)n(CC(=O)OCC#N)c(=O)n2Cc1ccccc1 | -0.5 | -1 | -3 | 1 | -0.6 | 8 | 1 | -0.2 | 3 | -7
[O-]/C(=C(\C(=S)Nc1cccc2ccccc12)[n+]1cccc(CO)c1)c1ccc(Cl)s1 | 1.3 | -2 | -5 | 0 | -0.4 | 14 | -16 | -0.3 | 0 | -1
CN1CCN(c2ccc([N+](=O)[O-])c(Sc3nc4ccccc4[nH]3)c2)CC1 | -0.1 | -7 | 2 | -1 | / | -3 | 3 | -0.2 | -18 | 2
CCOc1cccc(/C=N/NC(=O)CC2C(=O)NN=C2C)c1O (centres undefined) | -0.8 | -1 | -9 | 2 | 0.7 | 9 | 0 | 0.6 | 2 | 6
CCCC1(c2ccccc2)NC(=O)N(CCN2C(=O)c3ccccc3C2=O)C1=O (centres undefined) | -0.8 | 7 | 0 | 2 | / | 11 | 3 | -0.1 | 0 | -15
Cc1cc(=O)[nH]c2ccc(S(=O)(=O)N3CCOCC3)cc12 | -0.9 | -3 | -2 | 2 | -0.4 | -1 | 0 | -0.1 | 4 | -13

The list goes on, overlapping the part above by 2 compounds.
Molecule | LMPTP inh | bovine MsrA act | Scp-1 inhibitor | STEP inh | MsrA inh | NRP1-CendR mod | DNMT1 block | TbMetRS inhib | SUMO1 PPI mod | E coli Lon inh
CCCC1(c2ccccc2)NC(=O)N(CCN2C(=O)c3ccccc3C2=O)C1=O (centres undefined) | -0.8 | 7 | 0 | 2 | / | 11 | 3 | -0.1 | 0 | -15
Cc1cc(=O)[nH]c2ccc(S(=O)(=O)N3CCOCC3)cc12 | -0.9 | -3 | -2 | 2 | -0.4 | -1 | 0 | -0.1 | 4 | -13
CCOc1ccc(NS(=O)(=O)c2ccc(NC(=O)c3ccccn3)cc2)cc1 | 0.7 | -10 | 10 | -2 | 1.1 | 0 | -4 | -0.5 | 4 | -5
COc1cc(SC)ccc1C(=O)Nc1ccc2c(c1)OCO2 | -1.1 | -13 | -4 | -4 | 2.8 | 6 | 10 | -1.6 | -17 | -4
CS(=O)(=O)NCC(c1ccco1)N1CCN(c2ccc(F)cc2)CC1 (centres undefined) | -1.4 | -3 | -5 | -2 | -0.8 | 4 | 5 | -0.3 | 2 | -5
FC(F)(F)c1cccc(NC(=S)NCC2COc3ccccc3O2)c1 (centres undefined) | 0.8 | -7 | -6 | 0 | -1.2 | -8 | -6 | -0.2 | 3 | 0
COC(=O)c1ccccc1NC(=O)Cn1c(-c2nonc2N)nc2ccccc21 | 1.5 | -3 | 2 | -20 | / | -7 | 2 | 0.4 | 5 | 2

Outcome played no part in choosing rows; 4.3% or so of the library scored in one or more.
